hgDAF12 agonist: H. glycines DAF-12 receptor agonists, primary screen, cell-based, luminescence, HEK293, GAL4 fusion, UAS-luciferase | Nuclear hormone receptor DAF-12 (Heterodera glycines), GAL4 fusion | AID 687014, 2013 | actives 1.8% (n = 370,000) | HEK293 GAL4-hgDAF12 UAS-luciferase reporter, agonist luminescence; normalized to butyrate control | activation, % at 6.8 µM;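 active means activation above a cutoff set at the mean of all screened compounds plus 3 SD, cut at about 10% in these data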;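 further: 0% = DMSO wells and 100% = sodium butyrate wells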
NPR1 activator: GC-A stimulated cGMP production enhancers – HEK293 GC-A cells, cGMP TR-FRET, EC30 ANP, primary screen; Atrial natriuretic peptide receptor 1 (Homo sapiens), P16066; 0% at EC30 ANP, 100% saturating ANP; activation, % at 10 µM; actives 0.14% (n = 370,000); in the data active means activation above about 40%
sPLA2-III inh: human group III sPLA2 inhibitors, primary screen, biochemical, QFRET, BODIPY PC-A2 liposome substrate; QFRET BODIPY PC-A2 liposome hydrolysis, fluorescence; inhibition, % at 12.2 µM; actives 0.56% (n = 370,000); AID 743126, 2013;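 active means inhibition above mean plus 3 SD of compounds lying within the high and low control bounds, cut at about 19% in these data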;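 further: 0% = median of test compound wells and 100% = no enzyme DMSO wells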
hcDAF-12 act: H. contortus DAF-12 nuclear receptor activators, primary screen, cell-based, luminescence, HEK293, lit1-tk-luc reporter. actives 1.4% (n = 370,000). HEK293 hcDAF-12 lit1-tk-luc reporter; 0% DMSO, 100% Δ7-dafachronic acid. activation, % at 6.8 µM;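 active means activation above the mean of all tested compounds plus 3 SD, cut at about 5.5% in these data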;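 further: 100% = response to 3 µM Δ7-dafachronic acid high control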
ssDAF12 agonist: S. stercoralis DAF-12 nuclear receptor activators, primary screen, cell-based, luminescence, HEK293, GRIP1 co-expression, lit1-tk-luc; HEK293 ssDAF-12/GRIP1 lit1-tk-luc reporter; % of 3 µM dafachronic acid response; activation, % at 6.8 µM; actives 1% (n = 370,000);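 active means activation above the mean over all tested compounds plus 3 SD, cut at about 0.9% in these data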;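 further: 0% = DMSO-only wells and 100% = 3 µM delta7-dafachronic acid wells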
ADAM10 inh: human ADAM10 inhibitors, primary screen, biochemical, QFRET, HTS; Disintegrin and metalloproteinase domain-containing protein 10 (Homo sapiens), O14672; recombinant ADAM10, EDANS/DABCYL FRET peptide cleavage, 3 h; inhibition, % at 7 µM; actives 0.62% (n = 370,000);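 active means inhibition above a per-campaign cutoff equal to the mean of compounds falling between control-based bounds plus 3 SD, cut at about 20% in these data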;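 further: 0% = DMSO wells while the 100% control is not disclosed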
Target sequence (O14672 214-748 limits assumed): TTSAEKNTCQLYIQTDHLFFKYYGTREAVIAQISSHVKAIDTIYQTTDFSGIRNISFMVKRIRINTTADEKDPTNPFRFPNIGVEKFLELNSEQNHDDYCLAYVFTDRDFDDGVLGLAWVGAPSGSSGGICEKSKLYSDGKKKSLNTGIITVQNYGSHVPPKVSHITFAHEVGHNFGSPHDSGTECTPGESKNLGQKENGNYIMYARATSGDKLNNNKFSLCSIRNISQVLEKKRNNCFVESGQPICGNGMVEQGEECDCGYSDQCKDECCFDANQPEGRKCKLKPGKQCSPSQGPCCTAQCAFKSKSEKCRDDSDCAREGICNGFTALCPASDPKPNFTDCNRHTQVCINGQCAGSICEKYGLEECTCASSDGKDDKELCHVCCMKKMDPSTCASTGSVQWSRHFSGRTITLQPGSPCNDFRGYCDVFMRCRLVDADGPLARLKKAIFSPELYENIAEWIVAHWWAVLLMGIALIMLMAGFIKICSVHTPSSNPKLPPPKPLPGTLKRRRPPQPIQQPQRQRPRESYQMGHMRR
DAX1 inh-1: DAX1 (NR0B1) inhibitors on StAR promoter, primary screen, cell-based, luminescence, SF-1 (NR5A1), full-length DAX-1 | AID 652010, 2013 | HEK293T StAR-luciferase reporter, SF-1/DAX-1 repression relief | inhibition, % at 6.8 µM | actives 1.1% (n = 370,000);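 active means inhibition above the mean over all tested compounds plus 3 SD, cut at about 3.6% in these data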;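 further: 0% = DAX-1 cells with DMSO and 100% = cells lacking DAX-1 with DMSO; higher inhibition means more luminescence from relief of DAX-1 repression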
FXN GAA850 act: FXN promoter activators, primary screen, cell-based, luciferase luminescence, HEK293 lucGAA850; HEK293 lucGAA850 FXN promoter luciferase reporter, 24 h; percent of 10 µM SAHA response; actives 0.56% (n = 360,000); activation, % at 6 µM;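 active means activation above the average of all compounds screened plus 3 SD, cutoff fixed separately per campaign, cut at about 7.5% in these data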;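 further: 0% = DMSO wells and 100% = 10 µM SAHA wells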
NPR2 activator: human GC-B receptor activators, primary screen, HEK293 GC-B cells, cGMP TR-FRET, EC30 CNP; 0% at EC30 CNP, 100% saturating CNP; activation, % at 10 µM; actives 0.11% (n = 370,000); AID 1920062, 2024;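 active means activation at 10 µM reaching about 35% in either raw or pattern-adjusted values, limit read from the data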
SMARCA2 act: SMARCA2 (BRM) function activators, primary screen, cell-based, luminescence, high throughput | activation, % at 9.1 µM | AID 652017, 2013 | MG213 cells, MMTV-luciferase reporter, dexamethasone, overnight | actives 1% (n = 370,000); in the data active means activation above about 7.8%;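 further: 0% = vehicle wells and 100% = reference activator wells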
DAX1 inh-2: DAX1 (NR0B1) inhibitors, primary screen, cell-based, HEK293, Gal4-DAX1, luciferase luminescence; inhibition, % at 6.75 µM; AID 504766, 2011; actives 0.99% (n = 340,000); HEK293 Gal4-DAX1 luciferase reporter;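 active means inhibition above the mean over all tested compounds plus 3 SD, cut at about 4.2% in these data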;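 further: 0% = DAX1-transfected cells with DMSO and 100% = empty-vector control cells with DMSO; inhibition shows as a rise in luminescence from relieved DAX1 repression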
Target sequence (P51843 207-470 limits assumed): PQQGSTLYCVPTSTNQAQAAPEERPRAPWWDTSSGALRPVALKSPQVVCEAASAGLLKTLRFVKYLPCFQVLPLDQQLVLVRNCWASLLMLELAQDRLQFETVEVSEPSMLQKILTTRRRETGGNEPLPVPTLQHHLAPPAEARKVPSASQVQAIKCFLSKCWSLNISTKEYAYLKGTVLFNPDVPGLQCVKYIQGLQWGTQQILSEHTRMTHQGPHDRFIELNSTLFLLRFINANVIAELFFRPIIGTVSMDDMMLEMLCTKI
* hit, by the source's call; . = no result given.

smiles | ssDAF12 agonist | FXN GAA850 act | NPR2 activator | hgDAF12 agonist | NPR1 activator | DAX1 inh-2 | DAX1 inh-1 | SMARCA2 act | sPLA2-III inh | ADAM10 inh | hcDAF-12 act
S=c1[nH]nc(-c2cccs2)n1Cc1ccccc1 | -1.5 | -1.0 | 0 | -3.2 | -5 | -0.6 | 0.8 | -4 | 20* | -165 | -0.6
C=CCn1c(SCCOc2ccc(OC)cc2)nnc1C(CO)NC(=O)c1ccc(OC)cc1 (stereo not given) | -0.7 | 1.9 | 3 | 1.8 | 3 | 0.2 | -0.6 | -1 | -4 | 2 | -0.1
CN(C)c1ccc(C2(c3ccc(N(C)C)cc3)OC(=O)c3cc(N)ccc32)cc1 | -0.6 | -1.9 | -5 | 0.0 | 3 | -0.1 | -0.2 | 2 | -1 | 15 | -1.5
CSc1ncccc1C(=O)Nc1ccc(S(=O)(=O)N2CCCC2)cc1 | -1.5 | -0.3 | 2 | -1.1 | 1 | -0.1 | -1.3 | -3 | -3 | -16 | -2.1
CCc1c(-c2cccc(Br)c2)ncn1CCc1ccccc1OC | -1.6 | . | -20 | -0.2 | -17 | . | -1.6 | -4 | -10 | 9 | -2.4
Cc1c(/C=N/Nc2ccc(C(=O)O)cc2)c2ccccc2n1C | -0.3 | 6.8 | -1 | 4.6 | -1 | -2.3 | 0.4 | 3 | -4 | -25 | 0.1
O=C(Nc1cccc(N=Cc2cc(Cl)cc(Br)c2O)c1)c1ccco1 | -0.5 | 0.6 | -4 | 1.9 | -7 | 2.2 | -0.9 | -1 | 4 | 3 | 1.0
Cc1coc2cc3oc(=O)c(CC(=O)N[C@@H](CC(C)C)C(=O)O)c(C)c3cc12 | -1.1 | 1.7 | 5 | 0.6 | 4 | 1.0 | -0.1 | -1 | 11 | -229 | -0.1
CC(=NNC1=NCCN1)c1cn(C2=NCCN2)nc1C | -1.4 | . | -6 | -0.3 | 7 | . | 0.0 | -3 | 5 | -8 | -1.6
COc1ccc(C2CC(=O)C3=C(C2)NC(C)=C(C#N)C3c2ccc(N(C)C)cc2)cc1 (stereo not given) | -2.1 | -1.4 | -2 | -3.3 | -3 | -1.0 | -0.3 | -2 | 0 | -78 | -3.0
O=C(O)c1nn(CCOc2ccc(Br)cc2)c(=O)c2ccccc12 | -0.5 | 1.2 | 6 | 0.4 | 2 | 0.3 | 0.6 | 2 | -6 | 8 | -0.5
O=C(COC(=O)c1ccccn1)Nc1cccc2ccccc12 | -0.8 | 0.8 | -2 | 0.4 | -1 | -0.6 | 0.6 | -4 | 4 | 7 | -0.1
Cc1cc(=O)[nH]c(N/N=C/c2ccc3c(c2)OCCO3)n1 | -0.3 | 3.3 | 2 | 5.0 | 1 | 2.8 | 1.2 | 8.3* | 5 | 7 | 0.2
O=C(O)c1ccc(CNC(=S)Nc2ccccc2)cc1 | -1.2 | 0.9 | -1 | -0.4 | -2 | -1.0 | -0.4 | -2 | 2 | -1 | -0.4
CCN(C[C@H]1N[C@@](Cc2ccccc2)(C(=O)OC)[C@H]2C(=O)N(C)C(=O)[C@@H]12)S(=O)(=O)c1ccc(OC)cc1 | -0.6 | 0.5 | 2 | 1.9 | 2 | 0.5 | 0.0 | 5 | 7 | -3 | 1.6
C=CCNc1nc2cc(-c3cccc(NC(C)=O)c3)sc2c(=O)n1C | -0.7 | 3.6 | -6 | 5.0 | 4 | . | 0.3 | 1 | -2 | -91 | -2.4
O=C1NNC(=O)C2C3C=CC(C4CC34)C12 (stereo not given) | -1.5 | -2.6 | 2 | -1.4 | -1 | 0.2 | 0.2 | 2 | 7 | -1 | -1.3
CCCCN(C(=O)C1CCCC1)c1c(N)n(CC(C)C)c(=O)[nH]c1=O | -0.7 | -0.2 | 1 | -0.8 | -2 | -0.4 | -1.0 | 0 | 2 | -8 | 1.4
O=C(CN(C(=O)c1csnn1)c1ccc2c(c1)OCCO2)NCc1ccc(F)cc1 | -0.5 | 0.8 | 3 | 1.8 | 2 | 0.8 | -0.1 | -2 | 2 | -2 | 4.5
O=C(COC(=O)CCC(NC(=O)OCc1ccccc1)C(=O)OCC(=O)Nc1ccccc1)Nc1ccccc1 (stereo not given) | -1.3 | 2.1 | -5 | 0.0 | 2 | 0.4 | 0.1 | 1 | -19 | 7 | -2.7
CCc1ccccc1NC1c2ccccc2C(=O)N1c1cccnc1 (stereo not given) | -0.7 | -0.3 | -2 | -1.5 | -8 | -0.8 | 0.1 | -4 | 3 | 9 | -0.8
COc1ccc(C(=O)Nc2ccc([N+](=O)[O-])cn2)cc1OC | -1.3 | 4.0 | -3 | -0.4 | 0 | -1.3 | 1.0 | 0 | 7 | 0 | -0.9
CCN(CC)CCN(C(=O)CCS(=O)(=O)c1ccccc1)c1nc2cc(OC)c(OC)cc2s1 | -1.5 | -1.2 | -4 | -0.8 | -7 | 1.4 | -1.8 | 8.7* | 3 | -4 | 0.5
O=C(Nc1ccn([C@H]2CC[C@@H](CO)O2)c(=O)n1)c1ccccc1 | -0.5 | 2.1 | -3 | -2.1 | -2 | -1.7 | 0.7 | -3 | 9 | -15 | -0.9
COC(=O)COc1ccc(S(=O)(=O)Nc2ccc3c(c2)OCCO3)cc1Cl | -1.5 | -0.8 | 8 | 2.5 | 3 | -1.2 | 0.0 | -4 | -14 | 5 | -1.4
O=C1CCCN1c1ccc(S(=O)(=O)N2CCCCC2)cc1 | -1.4 | 1.5 | 2 | 0.5 | 0 | -1.0 | -0.1 | -1 | 1 | -2 | -2.1
COc1ccc(-n2cc(CNC3CCN(C)CC3)c(-c3cccc(F)c3)n2)cc1 | -1.6 | -0.9 | -5 | 0.8 | 9 | -0.4 | 0.9 | 4 | -20 | -14 | -0.4
Cc1ccc(C)c(NC(=S)N2CCN(c3cccc(C(F)(F)F)c3)CC2)c1 | -1.5 | -3.1 | 6 | 0.5 | -2 | -0.5 | -0.5 | 1 | 4 | 9 | -0.9
Cc1ccc(S(=O)(=O)/N=C(\CSC(N)=O)Nc2ccccc2)cc1 | -1.1 | -1.1 | 8 | 0.4 | 0 | 0.2 | -0.6 | -2 | -2 | 0 | -2.0
CC(=O)N(C)c1ccc(NC(=S)Nc2cccc3ccccc23)cc1 | -0.8 | 2.1 | -2 | -2.2 | 0 | 1.3 | -0.5 | 1 | 4 | -143 | 1.9

Entries of single compounds, quoted from the list:
`COc1ccc(C2CC(=O)C3=C(C2)NC(C)=C(C#N)C3c2ccc(N(C)C)cc2)cc1` (stereo not given) across the screens: ssDAF12 agonist: -2.1; FXN GAA850 act: -1.4; NPR2 activator: -2; hgDAF12 agonist: -3.3; NPR1 activator: -3; DAX1 inh-2: -1.0; DAX1 inh-1: -0.3; SMARCA2 act: -2; sPLA2-III inh: 0; ADAM10 inh: -78; hcDAF-12 act: -3.0
`CCN(C[C@H]1N[C@@](Cc2ccccc2)(C(=O)OC)[C@H]2C(=O)N(C)C(=O)[C@@H]12)S(=O)(=O)c1ccc(OC)cc1` across the screens: ssDAF12 agonist: -0.6; FXN GAA850 act: 0.5; NPR2 activator: 2; hgDAF12 agonist: 1.9; NPR1 activator: 2; DAX1 inh-2: 0.5; DAX1 inh-1: 0.0; SMARCA2 act: 5; sPLA2-III inh: 7; ADAM10 inh: -3; hcDAF-12 act: 1.6
`O=C1CCCN1c1ccc(S(=O)(=O)N2CCCCC2)cc1` across the screens: ssDAF12 agonist: -1.4; FXN GAA850 act: 1.5; NPR2 activator: 2; hgDAF12 agonist: 0.5; NPR1 activator: 0; DAX1 inh-2: -1.0; DAX1 inh-1: -0.1; SMARCA2 act: -1; sPLA2-III inh: 1; ADAM10 inh: -2; hcDAF-12 act: -2.1

Next section:
smiles | ssDAF12 agonist | FXN GAA850 act | NPR2 activator | hgDAF12 agonist | NPR1 activator | DAX1 inh-2 | DAX1 inh-1 | SMARCA2 act | sPLA2-III inh | ADAM10 inh | hcDAF-12 act
Cc1c(Cl)cc(-n2cnnn2)cc1[N+](=O)[O-] | -1.4 | 0.9 | 3 | 2.3 | -2 | 2.6 | -0.8 | 0 | 0 | -6 | -0.3
CCOc1cccc2sc(N(CCCN(C)C)C(=O)c3ccc(S(=O)(=O)N(C)Cc4ccccc4)cc3)nc12 | -1.1 | -2.9 | 3 | 1.1 | -2 | 0.4 | -0.5 | -2 | -18 | -7 | 1.1
CC(=O)/C(N=Nc1ccc2c(c1)OCO2)=C(\C)O | -1.0 | 3.7 | 4 | 5.3 | 0 | 1.7 | 0.7 | 1 | 7 | 3 | 2.6
COC(=O)c1ccccc1S(=O)(=O)NNC(=O)C1COc2ccccc2O1 (stereo not given) | -1.2 | -2.5 | 2 | -2.4 | 2 | 0.7 | 2.3 | -2 | 1 | -2 | 0.6
CCOC(=O)c1nn(C)c(=S)n(C)c1=O | 0.4 | -1.7 | -2 | -1.7 | -1 | -0.3 | -0.6 | -2 | 6 | -4 | -0.7
Fc1ccccc1OCCSc1ncnc2nc[nH]c12 | -0.9 | 1.1 | 7 | 1.2 | 13 | -0.8 | 0.4 | 2 | -4 | -4 | 0.2
Clc1ccc2c(NCc3ccccc3)ccnc2c1 | -1.8 | -2.5 | -14 | -5.3 | -6 | -0.3 | -1.4 | -4 | -6 | -36 | -4.0
Cc1cccc2nc(CNc3ccc(F)cc3)cn12 | -0.3 | 1.2 | -4 | 1.3 | -1 | 0.1 | 1.1 | 4 | 1 | -5 | 0.8
C#CCSc1n[nH]c(=O)n1-c1cccc(C(F)(F)F)c1 | -1.6 | 0.2 | -1 | -2.6 | 2 | 0.3 | -0.4 | -5 | -2 | -4 | -2.3
O=C(CCCN1C(=O)c2cccc3cccc(c23)C1=O)N1CCc2ccccc2C1 | -1.6 | 3.1 | -5 | -0.2 | -2 | 0.5 | 0.3 | 1 | -9 | -126 | -1.2
CC(=O)N/C(=C/c1ccc2c(c1)OCO2)C(=O)NCCO | -1.0 | 2.5 | 2 | -1.7 | 1 | -1.0 | 0.7 | 3 | 7 | -8 | 2.5
CC1(C)NC(=O)N(CC(O)COC2CCCCC2)C1=O (stereo not given) | -1.0 | -0.3 | 2 | 1.3 | 2 | 1.7 | 1.0 | -7 | 5 | 4 | -0.9
CCOC(=O)CCCN1CC(O)=C(c2nc3ccccc3s2)C1=N | -2.0 | -0.6 | -3 | 3.9 | 34 | 1.0 | -0.5 | -5 | -1 | -32 | 1.2

Screens (PubChem)
